Screening results (PubChem)
SUMO1 PPI mod: alters human SUMO1 binding to SIM partners | SUMO1 binding to a labelled peptide, TR-FRET, 1 h | inhibition, % at 20 µM | 360,000 compounds, 0.33% hits; in the data active = inhibition above about 37%
DNMT1 block: blocks human DNA methyltransferase DNMT1; P26358; DNMT1 molecular beacon, Hinp1I cleavage, fluorescence; 360,000 compounds, 0.83% hits; inhibition (reported as % activation of signal), % at 10 µM; in the data active = inhibition above about 50%
Rpn11 block: inhibitors of human proteasome Rpn11. human 26S proteasome, Ub4-pepOG fluorescence polarization; 20S core pre-blocked with epoxomicin. 360,000 compounds, 0.59% hits. AID 588493. O00487. calls only at 20 µM;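 active = inhibition at 20 µM, scaled to each plate's controls, above about 33%, limit read from the data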
NadD block: NadD (S. aureus) enzyme inhibition; purified NadD enzyme, colorimetric absorbance read-out; inhibition, % at 20 µM; 360,000 compounds, 0.78% hits; AID 602399; in the data active = inhibition above about 26%; also: some compounds past the cut are filed as inactive
LMPTP block: LMPTP (human) inhibition | P24666 | recombinant LMPTP-A, OMFP fluorogenic substrate, fluorescence intensity | inhibition, % at 20 µM | 360,000 compounds, 0.22% hits;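 active = compounds that cut the enzyme signal by at least half of the control window in the single-dose screen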;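 also: plate controls were DMSO wells with enzyme plus substrate for no effect and substrate without enzyme for full effect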
Target sequence (P24666 whole entry, looked up): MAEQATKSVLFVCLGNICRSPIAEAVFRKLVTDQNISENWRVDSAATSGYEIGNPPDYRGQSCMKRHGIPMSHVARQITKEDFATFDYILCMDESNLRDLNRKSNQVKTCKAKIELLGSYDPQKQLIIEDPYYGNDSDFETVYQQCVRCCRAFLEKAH
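Test system: LMPTP-A, protein tyrosine phosphatase of low molecular weight; Input: 0.625 nM enzyme; Incubation: 50 min dark incubation at room temperature; Signal: endpoint fluorescence intensity from OMFP dephosphorylation; Read-out basis: % inhibition versus control wells.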
Neddyl block: blocks human cullin neddylation; P61081+Q13564; 360,000 compounds, 0.58% hits; TR-FRET cullin neddylation, biochemical; calls only at 25 µM; in the data active = inhibition above about 36%
Target sequence (P61081 whole entry, looked up): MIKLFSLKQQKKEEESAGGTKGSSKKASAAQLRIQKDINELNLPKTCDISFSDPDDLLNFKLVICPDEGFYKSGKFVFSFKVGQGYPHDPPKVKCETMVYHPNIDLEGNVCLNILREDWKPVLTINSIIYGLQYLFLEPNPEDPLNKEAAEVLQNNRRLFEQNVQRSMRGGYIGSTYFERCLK
Target sequence (Q13564 whole entry, looked up): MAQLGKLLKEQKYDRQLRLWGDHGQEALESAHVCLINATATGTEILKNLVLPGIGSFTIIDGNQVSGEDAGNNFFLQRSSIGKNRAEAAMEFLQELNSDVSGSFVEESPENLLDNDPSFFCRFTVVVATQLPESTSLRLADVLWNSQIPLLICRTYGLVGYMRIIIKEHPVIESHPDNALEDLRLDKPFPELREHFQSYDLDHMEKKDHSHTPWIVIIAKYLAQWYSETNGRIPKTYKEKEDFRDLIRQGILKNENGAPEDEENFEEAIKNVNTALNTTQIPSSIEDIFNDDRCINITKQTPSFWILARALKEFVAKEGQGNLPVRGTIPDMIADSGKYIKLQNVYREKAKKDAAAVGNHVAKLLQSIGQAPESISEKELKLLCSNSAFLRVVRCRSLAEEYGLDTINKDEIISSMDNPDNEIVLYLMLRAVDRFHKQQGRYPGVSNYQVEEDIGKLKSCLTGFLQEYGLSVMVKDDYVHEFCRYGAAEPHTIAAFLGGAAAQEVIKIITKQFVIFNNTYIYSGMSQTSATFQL
Scp-1 inhibitor: blocks human Scp-1 phosphatase activity | Q9GZU7 | Recombinant Scp1, phosphopeptide, malachite green phosphate absorbance | inhibition, % at 20 µM | 340,000 compounds, 0.88% hits | AID 493091;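 active = inhibition above about 50% at 20 µM, limit read from the data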;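 also: plate controls were DMSO wells with enzyme for no effect and wells lacking enzyme for full effect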
Target sequence (Q9GZU7 76-261 limits assumed): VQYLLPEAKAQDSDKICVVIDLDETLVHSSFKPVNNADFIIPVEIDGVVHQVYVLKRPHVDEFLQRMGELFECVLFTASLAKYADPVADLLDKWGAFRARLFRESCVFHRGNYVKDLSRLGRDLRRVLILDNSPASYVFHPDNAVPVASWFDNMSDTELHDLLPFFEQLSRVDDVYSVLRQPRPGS
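Material: truncated SCP-1 phosphatase (76-261aa) / Buffer or medium: 50 mM Tris acetate pH 5.5, 0.005% Tween-20, 10 mM MgCl2 / Compound dosing: one concentration, 20 µM, with 1.0% DMSO / Incubation: 45 min room-temperature reaction, 5 min colour, 30 min stabiliser / Detection: colorimetric free-phosphate detection, absorbance 630 nm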
STEP inh: blocks human striatal-enriched tyrosine phosphatase; recombinant STEP, OMFP fluorogenic substrate, fluorescence; P54829; inhibition, % at 20 µM; 360,000 compounds, 0.25% hits; AID 588621;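 active = inhibition at 20 µM, scaled per plate between control wells, above about 37%, limit read from the data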;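 also: 0% = DMSO with enzyme and substrate and 100% = substrate only without enzyme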
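Material: STEP (striatal-enriched tyrosine phosphatase) enzyme, cell-free | Medium: 50 mM Bis-Tris pH 6.0 with 2.5 mM DTT and 0.005% Tween 20 | Read-out: Percent inhibition scaled to no-enzyme and uninhibited-enzyme controls, plate-pattern corrected | Signal: Fluorescence read at 480 nm ex / 540 nm em | Times: 20 min reaction, room temperature, in the dark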
Rin1 Abl inh: human Rin1-Abl interaction inhibition. inhibition, % at 7.35 µM. AID 588664. 360,000 compounds, 0.4% hits. TR-FRET Rin1/Abl binding, biochemical; in the data active = inhibition above about 5%, passing the limit was not always enough
CSN deneddyl inh: blocks human CSN-mediated cullin deneddylation; 360,000 compounds, 0.38% hits; Purified CSN, SCF-Nedd8-OG deneddylation, fluorescence polarization; inhibition, % at 12.5 µM; Q92905;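 active = pattern-corrected inhibition above about 35%, with an unprinted fluorescence ratio check between 0.5 and 1.5, limit read from the data, passing the limit was not always enough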;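 also: 0% = enzyme with substrate and 100% = substrate without enzyme; some results filed as inactive read as strong as hits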
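test system = HEK293T-derived human Csn5 enzyme | amount = 0.24 nM Csn5 enzyme, final concentration | medium = Tris/NaCl/DTT buffer, pH 7.5 | schedule = 90 min reaction at room temperature | signal = FP | evaluation = inhibition of Csn5 cleavage, % | compound dosing = single dose of 12.5 µM compound with 0.25% DMSO | probe or stimulus = 10 nM SCFSkp2-Nedd8OG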
The depositor's hits bear a star; i = inactive; nt = no result given.

SMILES	SUMO1 PPI mod	DNMT1 block	Rpn11 block	NadD block	LMPTP block	Neddyl block	Scp-1 inhibitor	STEP inh	Rin1 Abl inh	CSN deneddyl inh
Cc1ccc(F)cc1NC(=O)/C=C/c1ccc(S(=O)(=O)N2CCOCC2)cc1	-3	-1	i	-3	-0.8	i	-11	-3	-2	-4
COc1ccc(-c2ccc3[nH]c4c(c3c2)CCN2C[C@@H]([C@H](C)OC(=O)Nc3cc(Cl)cc(Cl)c3)[C@@H](N(C)C(=O)Nc3cc(Cl)cc(Cl)c3)C[C@@H]42)cc1	0	-6	i	38*	3.4	i	nt	2	-1	10
Cc1cccc(NC(=S)N2CCC(C(N)=O)(N3CCCCC3)CC2)c1C	3	1	i	-7	-0.4	i	1	2	2	1
O=C(C1=NN(c2ccccc2)C2C(=O)N(c3ccc(Cl)cc3)C(=O)C12)c1ccccc1 (stereo not drawn)	-2	11	i	12	-0.8	nt	-34	-4	-2	9
Cc1ccc(N(C)S(=O)(=O)c2cccc(C(=O)NCC(c3ccco3)N3CCCC3)c2)cc1 (stereo not drawn)	-1	1	i	-8	-1.6	i	-5	-3	3	0
O=C1CC(=O)Nc2cc(S(=O)(=O)Nc3cccc(C(F)(F)F)c3)ccc2N1	7	6	i	1	-0.8	i	-5	-2	4	1
COc1cc(C(N)=O)cc(Cl)c1OCc1ccccc1	1	10	i	-7	0.1	i	-14	3	2	0
O=C(Nc1ccccc1-c1ccccc1)NC1CCN(C(=O)N2CCOCC2)CC1	0	-1	i	2	-0.2	i	2	-1	3	2
COC(C[C@H]1O[C@H]1[C@H](O)[C@@H](C)OCc1ccccc1)OC	1	20	i	-1	-0.4	i	1	2	2	2
Oc1ccc(-c2[nH]ncc2-c2nc3ccccc3s2)c(O)c1	5	-9	i	8	1.1	i	-8	-2	0	-1
Cc1ccc(C(C(=O)NC2CCCCC2)N(CC2CCCO2)C(=O)CCCC(=O)Nc2ccccn2)cc1 (stereo not drawn)	-1	-1	i	-2	-2.0	i	-5	1	-2	-2
CNc1nc(-c2c(C)n(C)c3ccc(OC)cc23)cs1	-4	-10	i	1	0.0	i	-3	-3	1	2
COC(=O)c1scc(S(=O)(=O)C(C)(C)C)c1N	6	2	i	1	-0.1	i	-9	-3	-2	-1
CCN1C(=O)c2cccc3c(S(=O)(=O)NC(Cc4ccccc4)C(=O)O)ccc1c23 (stereo not drawn)	-6	5	i	-4	0.0	nt	10	4	-1	-4
Cc1nc(C(C)NC(=O)c2cc(COc3ccc(C)c(C)c3)on2)c(C)s1 (stereo not drawn)	0	-4	i	2	2.1	i	-5	2	0	1
COc1ccc(C(C)=O)c2c(O)cccc12	-7	-4	i	2	1.1	i	1	0	2	-4
COc1ccc(CNC(=O)C/C(C)=N/NC(=O)C(c2ccccc2)c2ccccc2)cc1	-5	-2	i	0	0.5	i	-4	0	0	6
Cn1c(SCC(=O)N/N=C/c2ccc([N+](=O)[O-])s2)nnc1-c1ccc(Cl)cc1	-15	-9	i	2	-1.3	i	-5	-5	-2	0
Cc1cccc(C(=O)NCC(c2ccco2)N2CCc3ccccc32)c1 (stereo not drawn)	9	2	i	2	2.3	i	-3	1	-4	0
CN(Cc1ccccc1)C(=O)[C@@H]1CCCN1	-6	nt	nt	-5	-2.2	i	nt	nt	nt	-3
CCC(C)(c1ccc(C=O)s1)c1ccc(C=O)s1	-5	-1	i	-5	-0.1	i	-17	2	0	5
Cc1ccc(OCc2cc(C(=O)N3CCN(C)C[C@@H]3c3ccccc3)no2)cc1C	-5	0	i	0	-0.6	i	-1	2	2	6
CCC(C(=O)NCc1ccco1)N(C(=O)CNS(=O)(=O)c1ccc(F)cc1)c1ccccc1F (stereo not drawn)	-2	-3	i	3	0.5	i	3	-1	0	2
COc1ccc(C(=O)CSc2nnc(CN3CCCC3)n2-c2ccc(F)cc2)c(OC)c1	0	-6	i	1	1.1	i	1	-2	0	4
O=C(OCC(=O)N1CCCC1=O)c1ccc(Cl)cc1[N+](=O)[O-]	-28	0	i	0	0.4	i	-3	1	-1	-2
CN(C)S(=O)(=O)c1cc(NC(=O)[C@H](Cc2ccccc2)N2C(=O)c3ccccc3C2=O)ccc1Cl	1	-11	i	9	2.4	i	-10	-3	2	4
O=C1Nc2ccccc2C1=NN1CCCCCC1	-26	2	i	3	-0.4	i	-4	1	-4	1
CCOC(=O)c1cnc(SC)nc1Oc1cccc(NC(=O)c2cccc(Cl)c2Cl)c1	-1	1	i	7	1.7	i	8	2	2	1
CCn1cc(C(=O)OC)c(=O)c2cc(S(=O)(=O)N(C)C3CCCCC3)ccc21	4	1	i	11	-0.3	i	9	-2	2	10
CC(C)NC(=O)c1ccc2c3n(nc2c1)-c1ccccc1CO3	-24	4	i	-4	0.2	i	-8	-3	-3	7

Continued; it opens with the 2 that closed the last part.
SMILES	SUMO1 PPI mod	DNMT1 block	Rpn11 block	NadD block	LMPTP block	Neddyl block	Scp-1 inhibitor	STEP inh	Rin1 Abl inh	CSN deneddyl inh
CCn1cc(C(=O)OC)c(=O)c2cc(S(=O)(=O)N(C)C3CCCCC3)ccc21	4	1	i	11	-0.3	i	9	-2	2	10
CC(C)NC(=O)c1ccc2c3n(nc2c1)-c1ccccc1CO3	-24	4	i	-4	0.2	i	-8	-3	-3	7
CC1(C(=O)NCc2ccc(F)c(F)c2)Cc2c(-c3cccc(C(N)=O)c3)ccnc2O1 (stereo not drawn)	5	2	i	0	-0.1	i	nt	-4	-5	4
COc1ccc(NC(=O)C(=O)NCCN2CCN(C(=O)c3ccco3)CC2)cc1	4	0	i	-5	0.3	i	-9	0	-3	6
CN(Cc1nccs1)C(=O)CC1C(=O)NCCN1Cc1ccc(-c2ccccc2)cc1 (stereo not drawn)	0	-3	i	1	-0.4	i	-17	1	0	1
O=C(CSc1ccc(C(F)(F)F)cc1[N+](=O)[O-])N1CCOCC1	-30	-2	i	-8	-2.1	i	-10	0	0	3
CN1/C(=C\C(=O)COC(=O)c2nccnc2N)C(C)(C)c2ccccc21	-15	-2	i	-1	1.3	i	-3	4	0	3
CCCCc1ccc(NS(=O)(=O)c2cccs2)cc1	0	-20	i	-6	4.1	i	-2	0	-3	-1
Cc1nnc2ccc(-c3ccc(NS(=O)(=O)c4ccc(F)cc4F)cc3)nn12	-14	-7	i	5	0.4	i	0	-2	0	2
C=CCNC(=O)NC(=O)COC(=O)c1nc2nccc(C)n2n1	-2	1	i	3	-1.4	i	-5	1	2	-6
CCCn1cc(CN2CCC(C(=O)Nc3cccc(-c4cscn4)c3)CC2)c(C)n1	-2	1	i	-2	-0.2	i	5	0	7	1
CSCCC(C(=O)NC(C)(C)C)n1c(-c2ccc3c(c2)OCO3)nc2ccccc21 (stereo not drawn)	-3	nt	nt	nt	0.9	i	nt	nt	nt	6

Profiles as entered above:
COc1ccc(CNC(=O)C/C(C)=N/NC(=O)C(c2ccccc2)c2ccccc2)cc1 is listed as SUMO1 PPI mod: -5; DNMT1 block: -2; Rpn11 block: i; NadD block: 0; LMPTP block: 0.5; Neddyl block: i; Scp-1 inhibitor: -4; STEP inh: 0; Rin1 Abl inh: 0; CSN deneddyl inh: 6
COC(C[C@H]1O[C@H]1[C@H](O)[C@@H](C)OCc1ccccc1)OC is listed as SUMO1 PPI mod: 1; DNMT1 block: 20; Rpn11 block: i; NadD block: -1; LMPTP block: -0.4; Neddyl block: i; Scp-1 inhibitor: 1; STEP inh: 2; Rin1 Abl inh: 2; CSN deneddyl inh: 2

(cont.)
SMILES	SUMO1 PPI mod	DNMT1 block	Rpn11 block	NadD block	LMPTP block	Neddyl block	Scp-1 inhibitor	STEP inh	Rin1 Abl inh	CSN deneddyl inh
COc1cccc(NC(=O)C2(C)CCN2Cc2ccc(OC(C)C)cc2)c1 (stereo not drawn)	4	5	i	-1	1.1	i	nt	-2	-1	-6
O=C(Nc1ccc2c3c(cccc13)CC2)c1cccc([N+](=O)[O-])c1	-23	5	i	2	-0.2	i	-10	1	4	-8
CCOc1ccc2ccccc2c1CNCCN1CCOCC1	-5	-2	i	0	-0.9	i	0	0	5	1
Nc1nc2c(s1)CCc1c-2cnn1-c1ccccc1	16	15	i	3	2.8	i	0	7	1	29
O=C(OCC(=O)N1CCC(Cc2ccccc2)CC1)c1cc(Br)ccc1O	4	0	i	5	7.2	i	-5	5	1	2
O=C(c1ccccc1)c1nn(-c2ccccc2)c(=O)cc1-c1ccccc1	-15	-5	i	1	1.9	i	nt	2	3	2
Cc1ccc(Cl)cc1NC(=S)N(CCCN1CCOCC1)Cc1ccco1	-1	1	i	-3	-1.5	i	-1	8	-5	2
CCCc1cc(=O)c2c(O)cccc2o1	-6	3	i	-1	-2.4	i	-9	0	1	-4
CN(C(=O)c1cccc(NC(=O)Cc2cccc(NC(=O)C3CCN(C(=O)CCc4ccccc4)CC3)c2)c1)C1CC1	0	-1	i	4	0.5	i	-11	0	0	-7
CCOC(=O)CCc1c(C)c2ccc(OCc3nn[nH]n3)cc2oc1=O	14	-1	i	4	-2.0	nt	-1	1	1	-6
COc1cc(Cl)cc(C2NC(=O)NC(C)=C2C(C)=O)c1OCC(=O)O (stereo not drawn)	4	43	i	-4	-1.3	i	44	0	0	11
COCCNC(=O)C1(C)CCCN(Cc2ccc(-c3ccccc3)o2)C1 (stereo not drawn)	2	0	i	-5	-0.5	i	nt	-1	-4	1
CCOC(=O)N1CCC(N2C(=O)c3ccccc3C2Nc2ccc(C)cc2)CC1 (stereo not drawn)	-2	-1	i	-3	-0.3	i	-5	2	-1	4
O=C(/C=C/c1ccccc1[N+](=O)[O-])N1CCN(c2ccc(F)cc2)CC1	-12	-1	i	2	0.9	i	-3	2	-2	-1
Cc1cccc(OCC(=O)Nc2cc(C)ccc2O)c1	-2	-2	i	3	-1.2	i	-2	0	0	-4
Cn1c(C(=O)Nc2ccccc2)cc2sccc21	8	-13	i	2	0.0	i	-8	5	-1	4
NS(=O)(=O)c1ccc(NC(=O)CSc2ccccc2)cc1	5	3	i	-7	-1.6	i	-4	-3	3	-1
Cc1ccc2nc(SC(C)C(=O)Nc3cccc([N+](=O)[O-])c3)[nH]c2c1 (stereo not drawn)	-18	-5	i	-2	0.1	i	1	0	2	-1
CCCCc1ccc(S(=O)(=O)Nc2ccc(C)c(NS(C)(=O)=O)c2)cc1	-1	2	i	-5	1.8	i	-10	-1	-2	1
Cn1c(SCC(=O)N2CCOCC2)nnc1-c1ccccc1	-3	0	i	15	-0.4	i	35	1	-3	0
O=C(Cc1ccc(S(=O)(=O)N2CCCC2)s1)N1CCOCC1	-1	20	i	1	0.6	i	30	4	-5	2
COC(=O)NC(=S)N1CCOCC1	-3	3	i	2	-2.4	i	6	0	2	-1
CCOc1ccc(NC(=O)COC(=O)CCCc2c[nH]c3ccccc23)cc1	3	-6	i	-5	2.8	i	-6	2	-3	-4
O=C(NCc1ccccn1)NC12CC3CC(CC(C3)C1)C2	0	2	i	-5	-1.1	i	-4	-5	4	8
